Anthrax LF prot: blocks Bacillus anthracis lethal factor protease | P15917 | inhibition, % at 10 µM | 0.12% of 360,000 active | multiplex microsphere protease cleavage assay, LF | AID 588501; further: plate controls were buffer without enzyme for full effect and enzyme alone for no effect
Target sequence (P15917 whole entry, looked up): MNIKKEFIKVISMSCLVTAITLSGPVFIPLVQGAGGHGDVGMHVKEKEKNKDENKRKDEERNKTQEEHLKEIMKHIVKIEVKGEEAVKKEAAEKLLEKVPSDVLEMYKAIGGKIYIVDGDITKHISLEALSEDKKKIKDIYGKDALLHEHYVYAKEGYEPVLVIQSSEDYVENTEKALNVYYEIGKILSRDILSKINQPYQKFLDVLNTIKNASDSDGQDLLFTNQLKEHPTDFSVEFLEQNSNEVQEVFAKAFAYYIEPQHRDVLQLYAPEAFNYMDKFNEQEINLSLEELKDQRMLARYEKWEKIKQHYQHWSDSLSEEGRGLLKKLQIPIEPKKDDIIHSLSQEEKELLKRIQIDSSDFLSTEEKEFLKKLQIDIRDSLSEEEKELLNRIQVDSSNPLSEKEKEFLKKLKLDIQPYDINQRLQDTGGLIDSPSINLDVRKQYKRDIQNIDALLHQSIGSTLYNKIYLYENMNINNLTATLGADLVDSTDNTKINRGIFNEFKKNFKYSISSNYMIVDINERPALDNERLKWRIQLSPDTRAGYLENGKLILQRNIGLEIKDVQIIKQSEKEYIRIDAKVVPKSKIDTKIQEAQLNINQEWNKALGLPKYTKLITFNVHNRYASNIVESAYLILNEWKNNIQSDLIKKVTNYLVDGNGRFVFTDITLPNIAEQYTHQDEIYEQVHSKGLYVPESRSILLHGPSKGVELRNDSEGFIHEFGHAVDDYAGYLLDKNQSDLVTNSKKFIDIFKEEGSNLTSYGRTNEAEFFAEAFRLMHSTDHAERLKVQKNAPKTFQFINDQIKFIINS
CCHFV vOTU inh: blocks the CCHF virus ovarian tumor domain protease; AID 651958; inhibition, % at 11.5 µM; 0.55% of 370,000 active; CCHFV vOTU protease, Pep-AMC fluorescence; in the data active means inhibition above about 30%; further: 0% = vehicle wells with enzyme and 100% = no enzyme wells
Y pestis TopoI: Y. pestis Topo-I inhibition via cleavage products. Y. pestis Topo-I cleavage product accumulation, plate reader. activity, % at 10 µM. 0.064% of 360,000 active; in the data active means activity above about 50%, passing the limit was not always enough; further: inactives centre near 2
BoNT A protease: blocks Botulinum neurotoxin A light chain protease; multiplex microsphere protease substrate cleavage, flow cytometry; inhibition, % at 10 µM; 0.17% of 360,000 active; further: plate controls were buffer without enzyme for full effect and enzyme alone for no effect
Vc quorum ag: quorum light induction in luxS cqsA deficient V. cholerae; V. cholerae BH1578 lux reporter, luminescence, 6 h; activation, % at 18.7 µM; 0.16% of 350,000 active; AID 588436; in the data active means activation mostly above about 9.7%, no sharp cut-off; further: not every result past the cut was called active; inactives centre near 0; reference of the scale not given here
SSB-PriA inh: K. pneumoniae PriA-SSBct interaction inhibition; AlphaScreen SSBct-PriA binding, biotinylated peptide; inhibition, % at 33 µM; 0.6% of 430,000 active; in the data active means inhibition mostly above about 37%, no sharp cut-off; inactive means mostly below about 20%;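 further: plate controls were negative control peptide for no effect and reference peptide for full effect; strong numbers were not always called active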
SARS 3CLpro inh: SARS-CoV 3CLpro protease inhibition; recombinant SARS-CoV 3CLpro, quenched FRET peptide cleavage; inhibition, % at 6 µM; 0.14% of 290,000 active; P0C6X7; in the data active means inhibition above about 12%
TcdB GH inh: blocks C. difficile toxin B glycohydrolase activity | P18177 | TcdB glycohydrolase enzymatic assay, plate reader | inhibition, % at 9.99 µM | 0.24% of 350,000 active; in the data active means inhibition above about 10%
PfHsp40 rescue: rescue of PfHsp40-mediated yeast toxicity; AID 504582; S. cerevisiae expressing PfHsp40, growth rescue, ATP luminescence; 0.68% of 340,000 active; growth rescue, % at 12.5 µM; in the data active means growth rescue above about 28%, passing the limit was not always enough;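 further: yeast W303a lacking pdr1 and pdr3 grown in galactose medium; growth measured after three days at 30 °C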
DUSP3 inh: blocks human VHR1 dual specificity phosphatase; recombinant VHR phosphatase, pNPP absorbance; P51452; 0.52% of 290,000 active; inhibition, % at 13.3 µM; in the data active means inhibition above about 50%; further: some compounds called inactive have numbers as strong as hits
Target sequence (P51452 whole entry, looked up): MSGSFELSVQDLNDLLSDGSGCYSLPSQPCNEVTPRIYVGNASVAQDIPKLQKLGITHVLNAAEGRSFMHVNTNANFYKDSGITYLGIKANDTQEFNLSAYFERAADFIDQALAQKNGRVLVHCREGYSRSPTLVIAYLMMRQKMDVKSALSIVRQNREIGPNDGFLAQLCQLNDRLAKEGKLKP
Starred values were filed as active, the others as inactive; i = inactive; . = no result given; & = joins results of further samples. Unless noted, no stated cut-off is given here; in the data, active means inhibition above about 30%; inconclusive means no clear call, values can overlap the other calls; inactive means below that. These rows are one share of the data (hit frequency here may not be typical).

Start of the listing, in advance:
SMILES	Anthrax LF prot	CCHFV vOTU inh	Y pestis TopoI	BoNT A protease	Vc quorum ag	SSB-PriA inh	SARS 3CLpro inh	TcdB GH inh	PfHsp40 rescue	DUSP3 inh
Cc1noc(C(=O)Nc2cccc(Cl)c2)c1Cl	6	6	5	-1.0	i	-22	-1	2.2	0.5	-6
Fc1cccc(/C=N/Nc2nc3ccccc3[nH]2)c1	.	22	.	.	.	.	0	2.8	.	-2
CCCc1cc(C(=O)Nc2ccc(C(=O)c3ccc(F)cc3)cc2)n(C)n1	-4	.	14	-0.7	-0.4	-43	4	.	1.3	6
O=C(CCN1C(=O)/C(=C\c2ccccc2F)SC1=S)N1CCCCC1	2	-1	9	3.4	.	4	0	1.3	1.7	1
CC1=CC2=NC(=O)CC(C)(C(=O)N(CC(=O)NC3CCCC3)c3ccccc3C)N2C=C1 (stereo unspecified)	-1	-47	-2	0.9	0.3	-2	4	1.0	0.3	-8
O=C(NC1(C(F)(F)F)Oc2ccc(Cl)cc2O1)N1CCC2(CC1)OCCO2 (stereo unspecified)	0	-2	-1	1.0	i	-3	-2	.	-0.4	-2
N#Cc1ccccc1Sc1ccccc1C(=O)NCC(c1ccco1)N1CCCC1 (stereo unspecified)	1	5	-8	6.9	-1.8	-3	.	-4.9	-0.7	.
C#CCNC(=O)C[C@@H]1C[C@@]2(C(=O)OCC)CCC=C2N(Cc2ccc(Cl)cc2Cl)C1=O	3	9	.	0.4	.	.	.	0.3	.	.
O=C(COc1cccc(C(F)(F)F)c1)Nc1cccc(S(=O)(=O)NC2=NCCCCC2)c1	4	12	6	0.0	i	-12	.	1.0	1.9	.
CC(=O)Nc1ccc(S(=O)(=O)Nc2nc3cc4c(cc3nc2Cl)OCCO4)cc1	2	-44	6	1.1	-0.3	-10	2	-2.1	0.3	-5
CCn1c(COc2ccccc2C)nnc1SCC(=O)Nc1cc(C)on1	-8	3	1	2.3	i	-7	0	.	0.8	15
O=C(Cn1ccc(C(F)(F)F)n1)N=Nc1c(O)[nH]c2ccc(Br)cc12	0	13	-4	-1.2	i	7	-1	1.8	3.2	8
COc1cccc(/C=N/NC(=O)NC2CCCCC2)c1O	-1	-4	9	-0.5	i	.	-2	-1.4	0.5	-1
COc1ccc(N(CC(=O)N2CCc3ccccc32)S(=O)(=O)c2c(C)noc2C)cc1	-2	-1	6	1.9	i	4	-1	.	-0.1	25
Cn1nc(C(=O)N2CCCC2)c2ccccc2c1=O	0	-5	5	-0.4	-0.7	6	6	.	0.2	3

Results, repeating the preview:
SMILES	Anthrax LF prot	CCHFV vOTU inh	Y pestis TopoI	BoNT A protease	Vc quorum ag	SSB-PriA inh	SARS 3CLpro inh	TcdB GH inh	PfHsp40 rescue	DUSP3 inh
Cc1noc(C(=O)Nc2cccc(Cl)c2)c1Cl	6	6	5	-1.0	i	-22	-1	2.2	0.5	-6
Fc1cccc(/C=N/Nc2nc3ccccc3[nH]2)c1	.	22	.	.	.	.	0	2.8	.	-2
CCCc1cc(C(=O)Nc2ccc(C(=O)c3ccc(F)cc3)cc2)n(C)n1	-4	.	14	-0.7	-0.4	-43	4	.	1.3	6
O=C(CCN1C(=O)/C(=C\c2ccccc2F)SC1=S)N1CCCCC1	2	-1	9	3.4	.	4	0	1.3	1.7	1
CC1=CC2=NC(=O)CC(C)(C(=O)N(CC(=O)NC3CCCC3)c3ccccc3C)N2C=C1 (stereo unspecified)	-1	-47	-2	0.9	0.3	-2	4	1.0	0.3	-8
O=C(NC1(C(F)(F)F)Oc2ccc(Cl)cc2O1)N1CCC2(CC1)OCCO2 (stereo unspecified)	0	-2	-1	1.0	i	-3	-2	.	-0.4	-2
N#Cc1ccccc1Sc1ccccc1C(=O)NCC(c1ccco1)N1CCCC1 (stereo unspecified)	1	5	-8	6.9	-1.8	-3	.	-4.9	-0.7	.
C#CCNC(=O)C[C@@H]1C[C@@]2(C(=O)OCC)CCC=C2N(Cc2ccc(Cl)cc2Cl)C1=O	3	9	.	0.4	.	.	.	0.3	.	.
O=C(COc1cccc(C(F)(F)F)c1)Nc1cccc(S(=O)(=O)NC2=NCCCCC2)c1	4	12	6	0.0	i	-12	.	1.0	1.9	.
CC(=O)Nc1ccc(S(=O)(=O)Nc2nc3cc4c(cc3nc2Cl)OCCO4)cc1	2	-44	6	1.1	-0.3	-10	2	-2.1	0.3	-5
CCn1c(COc2ccccc2C)nnc1SCC(=O)Nc1cc(C)on1	-8	3	1	2.3	i	-7	0	.	0.8	15
O=C(Cn1ccc(C(F)(F)F)n1)N=Nc1c(O)[nH]c2ccc(Br)cc12	0	13	-4	-1.2	i	7	-1	1.8	3.2	8
COc1cccc(/C=N/NC(=O)NC2CCCCC2)c1O	-1	-4	9	-0.5	i	.	-2	-1.4	0.5	-1
COc1ccc(N(CC(=O)N2CCc3ccccc32)S(=O)(=O)c2c(C)noc2C)cc1	-2	-1	6	1.9	i	4	-1	.	-0.1	25
Cn1nc(C(=O)N2CCCC2)c2ccccc2c1=O	0	-5	5	-0.4	-0.7	6	6	.	0.2	3
O=C(CSc1nnc(NC(=O)c2ccco2)s1)Nc1ccccc1F	1	-4	-15	0.7	-0.3	-8	0	1.5	-0.1	36
CC(C)C[C@@H](CC#N)N1CCN(Cc2ccccc2)CCC1=O	-10	5	3	0.1	i	1	-3	0.9	-0.9	1
CC(C)c1ccc(/C=C/C(=O)NCc2ccc(S(N)(=O)=O)cc2)cc1	-4	7	5	-0.3	-0.3	4	2	0.7	1.2	26
CC(C)(C)C(=O)Nc1cccc(-c2nnc(-c3cccc(NC(=O)C(C)(C)C)c3)o2)c1	3	-1	-2	-1.5	i	-10	-2	.	0.1	9
COC(=O)[C@]12CCCCC=C1N(Cc1ccccc1)C(=O)[C@H](CC(=O)N1CCCCC1)C2	-12	21	.	-0.3	.	.	.	0.9	.	.
CC1(C(=O)Nc2ccc3c(c2)OCO3)CCN1C(=O)CCc1ccc(Cl)cc1Cl (stereo unspecified)	1	-4	17	-0.6	1.6	.	.	1.2	.	.
CS(=O)(=O)c1ccc(-c2cccc(NC(=O)c3ccco3)c2)nn1	1	1	-3	-0.3	-0.7	8	.	0.3	0.0	.
COC(=O)Cc1ccc(OC(=O)CCS(=O)(=O)c2ccc(C)cc2)cc1	-1	3	5	1.2	i	-8	.	3.1	0.9	.
COc1cccc2cc(C(=O)NCC3CCCO3)c(=O)oc12 (stereo unspecified)	-2	15	-3	-0.9	i	-5	-1	.	-0.6	-8
O=C(O)c1ccc(-c2nc3scc(-c4ccccc4)c3c(=O)[nH]2)cc1	2	3	1	2.6	-0.3	-8	2	-0.2	-0.4	27
Cc1cc(N2CCN(CC(O)C(F)(F)F)CC2)c2ccccc2n1 (stereo unspecified)	3	-2	-6	-1.1	i	-7	0	1.3	1.4	-2
Cc1cnc(NC(=O)c2ccc3c(c2)C(=O)N(Cc2ccco2)C3=O)s1	-3	-6	-4	-0.6	-0.4	-6	-7	.	1.3	-11
CCOC(=O)CC1C(=O)NCCN1C(=O)c1cccc(C(F)(F)F)c1 (stereo unspecified)	-4	0	1	-1.2	17*	-12	-2	.	1.9	21
COc1ccc(-c2cc(C(F)(F)F)nc(NC3CCCC3)n2)cc1OC	-1	-1	9	0.4	i	-55	1	.	-1.0	19
COc1ccc(N2CCN(C(=O)Cn3ncc4c([nH]c5ccccc54)c3=O)CC2)cc1	0	8	-2	3.2	i	-1	-1	0.7	-0.2	17

Another view of part of the listing above:
| molecule | Anthrax LF prot | CCHFV vOTU inh | Y pestis TopoI | BoNT A protease | Vc quorum ag | SSB-PriA inh | SARS 3CLpro inh | TcdB GH inh | PfHsp40 rescue | DUSP3 inh |
| --- | --- | --- | --- | --- | --- | --- | --- | --- | --- | --- |
| COc1ccc(N(CC(=O)N2CCc3ccccc32)S(=O)(=O)c2c(C)noc2C)cc1 | -2 | -1 | 6 | 1.9 | i | 4 | -1 | . | -0.1 | 25 |
| Cc1cnc(NC(=O)c2ccc3c(c2)C(=O)N(Cc2ccco2)C3=O)s1 | -3 | -6 | -4 | -0.6 | -0.4 | -6 | -7 | . | 1.3 | -11 |

Next section:
SMILES	Anthrax LF prot	CCHFV vOTU inh	Y pestis TopoI	BoNT A protease	Vc quorum ag	SSB-PriA inh	SARS 3CLpro inh	TcdB GH inh	PfHsp40 rescue	DUSP3 inh
CCN(CC)C(=O)c1ccccc1NS(=O)(=O)c1ccc(OC)c(C(=O)N2CCOCC2)c1	7	10	7	-1.1	-0.8	3	-1	2.1	1.0	-30
O=C(c1ccc(CS(=O)c2ccccc2Cl)o1)N1CCN(C2CCCCC2)CC1 (stereo unspecified)	0	8	13	-0.5	-0.5	.	.	-7.3	.	.
Cc1nn(-c2ccccc2)c(Cl)c1/C=N/NC(=O)c1ccn[nH]1	1	1	2	0.3	-0.3	.	0	-1.8	1.9	-26
NC(=O)CSc1nnc(-c2ccc(S(=O)(=O)N3CCCCC3)cc2)n1-c1ccccc1	-2	-2	-2	0.0	-5.0	-4	-6	1.6	0.7	23
O=C(Cc1c(F)cccc1Cl)Nc1cccc(S(=O)(=O)NC2=NCCCCC2)c1	-3	10	0	0.7	-0.8	-8	.	-0.8	-0.6	.
CCOc1ccc2[nH]c(=O)c(CN(CCO)C(=O)c3ccc(F)cc3)cc2c1	3	-23	-1	-0.6	i	-20	2	.	-0.8	11
C/C(=N\N(Cc1ccccc1)c1ccccc1)c1ccncc1	-4	15	-9	-0.7	1.1	.	3	-1.2	-0.8	-2
CC(C)(C)NC(=O)C(c1ccncc1)N(Cc1ccc(F)cc1)C(=O)c1ccc(-c2ccccc2)[nH]1 (stereo unspecified)	-7	12	18	0.6	-0.4	-7	12	0.8	66*	4
CCOc1cc(C(=O)NCC(C)(C)CNC(=O)c2cc(OCC)c(OCC)c(OCC)c2)cc(OCC)c1OCC	.	12	11	.	-0.2	-3	.	2.8	.	.
COc1ccc(Nc2cc(C(=O)NCCCN3CCOCC3)c3ccccc3n2)cc1	-3	7	-9	-2.2	-0.2	3	-1	0.7	1.1	27
CCN(CC(=O)Nc1c(C(=O)OC)[nH]c2ccc(Cl)cc12)c1ccc2c(c1)OCO2	-11	1	8	-0.9	i	30	5	.	-0.9	0
COC(=O)c1ccccc1NC(=O)NCc1ccccc1	2	-3	-1	0.0	i	5&-11	-4	0.2	0.7	10
CCOC(=O)c1cc(OCC(=O)NC(C)C(C)C)cc(C(=O)OCC)c1 (stereo unspecified)	2	4	-9	0.6	i	-21	-2	.	0.0	15
CCOc1cc(N2CCOCC2)c(OCC)cc1NC(=O)COC(=O)c1c(C)noc1C	-1	-1	-5	-0.6	-3.0	.	.	-0.2	.	.
COc1ccc(S(=O)(=O)N2CCC(C(=O)NC3CCCCC3)CC2)cc1OC	.	19	0	.	i	-10	.	1.9	0.2	.
CC(C(=O)Nc1sc2c(c1C#N)CCCCC2)N1C(=O)c2ccccc2C1=O (stereo unspecified)	-3	4	4	0.0	i	4	0	0.6	2.1	-4
COc1ccccc1NC(=O)COC(=O)c1ccc(S(=O)(=O)N2CCCCCC2)cc1	-2	-6	-5	0.0	.	-5	.	6.6	-1.9	.

High-throughput results (PubChem BioAssay)
